# TRb SRC2 PPI – inhibitors of human thyroid hormone receptor beta-SRC2 interaction; P10828; TRbeta-SRC2 peptide binding, fluorescence polarization; receptor liganded with 1 µM T3; Potency, µM (series often up to 106 µM), for inactives: top-dose activity change, negative = inhibition, hits mostly inhibitors; actives 0.065% (n = 280,000); AID 1469;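 note: plate controls were bound peptide for no effect and peptide without receptor for full effect; nearly all actives have a fitted effect of over 50% in size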
#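 Polarization signal, normalized between peptide-alone and full complex controls, measured compound effects on T3-liganded human TRb LBD (0.6 uM) binding 20 nM Texas Red SRC2 peptide after 5 hr.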
# aGal spleen mod – alpha-galactosidase A (human) modulation. P06280. actives 0.008% (n = 240,000). Potency, µM (highest dose often 80 µM), for the others: at the highest dose activity change, negative = inhibition, actives largely listed as inhibitors. human spleen homogenate, 4MU-alpha-Gal fluorescence, 40 min;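 note: 0% = enzyme with vehicle and -100% = no enzyme basal signal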
# Target sequence (P06280 32-429 limits assumed): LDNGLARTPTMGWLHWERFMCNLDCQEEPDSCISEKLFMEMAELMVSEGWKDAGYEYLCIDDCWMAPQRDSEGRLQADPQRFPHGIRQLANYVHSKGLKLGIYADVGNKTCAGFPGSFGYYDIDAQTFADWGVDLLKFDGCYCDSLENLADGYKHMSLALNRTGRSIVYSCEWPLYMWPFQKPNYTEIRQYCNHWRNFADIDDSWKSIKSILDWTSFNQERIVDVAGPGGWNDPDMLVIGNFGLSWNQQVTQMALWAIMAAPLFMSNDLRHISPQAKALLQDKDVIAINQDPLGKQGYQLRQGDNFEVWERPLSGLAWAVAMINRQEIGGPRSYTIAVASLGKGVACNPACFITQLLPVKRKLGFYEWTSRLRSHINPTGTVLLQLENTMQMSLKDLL
#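 Human spleen homogenate (1 ug) as enzyme source, 4-methylumbelliferyl-alpha-D-galactopyranoside 1 mM final, citrate/phosphate pH 5.0 with 0.01% Tween-20. Compounds 40 min at 37C, NaOH/glycine stop; fluorescence Ex 365/Em 440, Hill-fit AC50.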
# Tau fibril ThT – blocks human tau fibril formation measured by thioflavin T | AID 1460 | actives 2.1% (n = 270,000) | Potency, µM (series often up to 57.4 µM), for inactives: at the top dose activity, negative = inhibition, hits mostly inhibitors | recombinant tau K18 P301L, heparin-induced fibrillization, ThT fluorescence | P10636; note: nearly all actives have a fitted effect of over 55% in size
# Target sequence (P10636 561-689 P618L limits assumed): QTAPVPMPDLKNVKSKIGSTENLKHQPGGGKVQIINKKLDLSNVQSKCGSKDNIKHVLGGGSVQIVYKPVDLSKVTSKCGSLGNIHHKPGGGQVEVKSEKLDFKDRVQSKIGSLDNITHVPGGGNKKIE
#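 Heparin-induced (20 uM) aggregation of recombinant human K18 P301L tau, 15 uM unlabeled with 0.24 uM labeled, pH 7 acetate buffer, 6 hr at 37 C with compound. Fibrils quantified by 30 uM ThT fluorescence after 1 hr ambient incubation.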
# ALDH1A1 block – blocks purified human ALDH1A1 activity; P00352; Purified ALDH1A1, NADH fluorescence, propionaldehyde substrate; Potency, µM (top dose mostly 75.3 µM), without a hit: at the highest dose activity, negative = inhibition, actives largely listed as inhibitors; actives 7.3% (n = 220,000); active = well fitted inhibition curve with a large enough effect, not every such curve was filed as active; inconclusive = small, poorly fitted or top-dose-only effect, or another doubt; inactive = no such curve, though single readings can be large or run the other way;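 note: plate controls were no enzyme wells and a reference inhibitor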
# Target sequence (P00352 whole entry, looked up): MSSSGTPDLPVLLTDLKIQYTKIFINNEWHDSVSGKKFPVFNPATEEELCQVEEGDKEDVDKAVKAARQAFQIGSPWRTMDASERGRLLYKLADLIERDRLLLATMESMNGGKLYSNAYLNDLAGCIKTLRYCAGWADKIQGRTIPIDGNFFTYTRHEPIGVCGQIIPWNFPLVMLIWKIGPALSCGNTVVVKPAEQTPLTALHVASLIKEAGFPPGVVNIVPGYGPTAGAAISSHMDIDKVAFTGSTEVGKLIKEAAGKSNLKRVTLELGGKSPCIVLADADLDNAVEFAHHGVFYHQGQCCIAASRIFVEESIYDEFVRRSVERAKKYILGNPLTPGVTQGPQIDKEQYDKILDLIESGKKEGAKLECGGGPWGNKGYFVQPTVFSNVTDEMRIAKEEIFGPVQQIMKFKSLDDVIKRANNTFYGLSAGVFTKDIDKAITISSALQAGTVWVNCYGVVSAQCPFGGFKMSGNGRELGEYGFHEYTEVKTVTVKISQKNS
# Tau fluor counter – counter-screen for tau fibril formation inhibitors; Potency, µM (titrated, usually from 57.7 µM), without a hit: at the top dose activity change, negative = decrease; tau K18 P301L (four-repeat tau fragment) Alexa594 fluorescence, heparin fibrillization; actives 0.93% (n = 280,000); AID 1463; note: nearly all actives have a fitted effect of over 55% in size
#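 Human K18 P301L tau (15 uM unlabeled plus 0.24 uM Alexa 594-labeled, final) in 100 mM sodium acetate pH 7 was mixed with compound and 20 uM heparin and incubated 6 hr at 37 C.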
# L3MBTL1 block – inhibitors of human L3MBTL1; Q9Y468; AlphaScreen L3MBTL1–H3K9me1 peptide binding; Potency, µM (series often up to 57.1 µM), for inactives: at the highest dose activity, negative = inhibition, most hits filed as inhibitors; actives 0.66% (n = 230,000); AID 485360; note: nearly all actives have a fitted effect of over 60% in size
#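 L3MBTL1 50 nM + b-AHA-H3(1-15)K9me1 75 nM, 30 min RT; compound added, 30 min RT; streptavidin donor/Ni-chelate acceptor beads 10 ug/mL each final, 30 min RT dark; AlphaScreen read.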
# Tau FP inhib – blocks human tau fibril formation measured by polarization; actives 0.39% (n = 280,000); K18 P301L tau heparin fibrillization, Alexa594 FP, 6 h; Potency, µM (titrated, usually from 57.7 µM), for inactives: top-dose activity, negative = inhibition, most hits filed as inhibitors; note: nearly all actives have a fitted effect of over 55% in size
#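 FP of Alexa 594-tau after heparin (20 uM) induction. Substrate: human K18 P301L, 15 uM unlabeled, 0.24 uM labeled. Buffer 100 mM sodium acetate pH 7. 6 hr, 37 C.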
# TexasRed fluor – Texas Red fluorescence interference in TRb-SRC2 counter-screen. TRb/SRC2 Texas Red total fluorescence interference. Potency, µM (series often up to 106 µM), without a hit: at the top dose fluorescence change, negative = quenching. actives 0.29% (n = 280,000); active = well fitted curve in either direction with a large enough effect; inconclusive = small, poorly fitted or top-dose-only effect
#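 Human TRb ligand-binding domain at 0.6 uM with 20 nM Texas Red SRC2 peptide in Tris buffer containing 1 uM T3 and 5% DMSO, incubated with compound 5 h at ambient temperature. Total fluorescence (555/632 nm) calculated as parallel + 2 × perpendicular.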
# An asterisk follows results filed as active; ? = inconclusive; · = not tested or not shown; [ ] = dose if it differs, or a comment. Unless noted, calls come from the whole dose curve; as a rule, active = well fitted curve in the direction sought with a large enough effect; inconclusive = small, poorly fitted or top-dose-only effect, or another doubt; inactive = no such curve, though single readings can be large; an effect the other way counts as inactive or inconclusive. Unless noted, % is set by controls: 0 for no effect and ±100 for the full control effect; potency is the fitted concentration of half-maximal effect.
SMILES,TRb SRC2 PPI,aGal spleen mod,Tau fibril ThT,ALDH1A1 block,Tau fluor counter,L3MBTL1 block,Tau FP inhib,TexasRed fluor
CCOC(=O)c1c(CC(C)C)csc1N,0%,1%,6%,?,-9%,2%,5%,2%
COc1ccc(OC2C=CC(c3ccccc3)OC2CO)c(C(C)(C)C)c1 (stereo unspecified),-4%[11.2 µM],3%[17.5 µM],-10%[11.5 µM],14%[13.5 µM],-20%[11.6 µM],·,-1%[11.6 µM],-2%[11.2 µM]
CCN1C(=O)N[C@@H](c2cccs2)C(C(=O)OC)=C1C,-1%[11.2 µM],-4%[17.5 µM],1%[11.5 µM],-7%[13.5 µM],0%[11.6 µM],·,-5%[11.6 µM],1%[11.2 µM]
COc1ccc(CN(C(=O)c2cc3ccccc3oc2=O)C2CCCCC2)cc1OC,?,22%,1%,-6%,0%,-5%,?,1%
CC(c1ccon1)N(C)Cc1cn(Cc2ccccc2)nc1-c1ccc2c(c1)OCO2 (stereo unspecified),-8%,-11%,-18%,2%,-22%,31%[activator],5%,-9%
CCC(C)NC(=O)c1cc2c(Cl)nc3ccc(C)cc3c2s1 (stereo unspecified),4%,·,8%,·,-4%,·,-7%,-2%
C=C(C)C1CC=C(C)/C(=N/Nc2ccccc2[N+](=O)[O-])C1 (stereo unspecified),4%,8%,?,0%,-28%,?,16%,-2%
CCCCc1[nH]c(=O)c(C#N)c2c1CCCC2,-1%,0%,-2%,?,6%,-3%,2%,-8%
Cc1cccc(Cn2c(C)c(C)c3cc(C(=O)NCc4ccc(C)o4)ccc32)c1,-1%,·,-3%,·,-8%,·,8%,-1%
C=CCN1C(=O)N/C(=C/c2ccccc2OCC(=O)Nc2ccc(F)cc2)C1=O,-2%,14%,-1%,?,-14%,3%,-6%,-6%
Cc1cc(C)n(/C(=C\N(C)C)C(=O)c2ccc(Cl)cc2)n1,4%,-1%,-5%,6%,-1%,·,-7%,-2%
CC(O)CC(C(=O)NNc1ccccc1)C(=O)NNc1ccccc1 (stereo unspecified),-2%,5%,-7%,13%,-12%,-3%,-1%,1%
O=C(CSc1nc2ccccc2s1)NNC(=O)Nc1ccc(Cl)c(Cl)c1,2%,2%,-17%,2%,?,-19%,20µM*,-1%
COc1cccc(C2(O)CCN(C(=O)C3CC3)CC2)c1,-20%,4%,1%,22µM*,1%,11%,-4%,-1%
O=C(c1ccc2c3n(nc2c1)-c1ccccc1CO3)N1CCOCC1,-7%,8%,2%,·,7%,·,-9%,-1%
O=C(Nc1nccs1)C1C2/C=C\CCCCC21 (stereo unspecified),-1%,20%,-2%,1%,-4%,·,-1%,1%
Cc1ccc(Cl)cc1N1CCN(C(=O)CSc2cc(=O)n(C)c3ccccc23)CC1,-2%,·,-15%,·,-15%,·,-12%,-1%
O=[N+]([O-])c1ccc(N2CCCC2)cc1NC(c1ccccc1)c1ccccc1,3%,7%,-13%,8%,-10%,-11%,-4%,0%
COc1ccc(C(=O)O)cc1Nc1cc(C)nc2ncnn12,3%,9%,-19%,-4%,-15%,·,-3%,0%
Cc1cnc(SCc2cnc(C)nc2N)nc1,-5%,-3%,1%,1%,6%,0%,1%,0%

# Laid out differently: entries from further up
# Every second line gives: TRb SRC2 PPI, aGal spleen mod, Tau fibril ThT, ALDH1A1 block, Tau fluor counter, L3MBTL1 block, Tau FP inhib, TexasRed fluor
CCN1C(=O)N[C@@H](c2cccs2)C(C(=O)OC)=C1C
  -1%[11.2 µM], -4%[17.5 µM], 1%[11.5 µM], -7%[13.5 µM], 0%[11.6 µM], ·, -5%[11.6 µM], 1%[11.2 µM]
COc1ccc(CN(C(=O)c2cc3ccccc3oc2=O)C2CCCCC2)cc1OC
  ?, 22%, 1%, -6%, 0%, -5%, ?, 1%
CC(c1ccon1)N(C)Cc1cn(Cc2ccccc2)nc1-c1ccc2c(c1)OCO2 (stereo unspecified)
  -8%, -11%, -18%, 2%, -22%, 31%[activator], 5%, -9%
CCC(C)NC(=O)c1cc2c(Cl)nc3ccc(C)cc3c2s1 (stereo unspecified)
  4%, ·, 8%, ·, -4%, ·, -7%, -2%

# (next part)
SMILES,TRb SRC2 PPI,aGal spleen mod,Tau fibril ThT,ALDH1A1 block,Tau fluor counter,L3MBTL1 block,Tau FP inhib,TexasRed fluor
COc1ccc(/C=C2\SC(=S)N(NC(=O)c3ccncc3)C2=O)cc1OC,4%,-10%,?,-7%,-5%,3%,2%,-4%
CCOc1cc(/C=N/NC(N)=O)cc(Br)c1OCC(=O)Nc1ccccc1C,6%,-13%,-16%,-12%,?,3%,?,-1%
COc1cc(C(C[N+](=O)[O-])c2c(-c3ccccc3)cc3ccccn23)cc(OC)c1OC (stereo unspecified),1%,-1%,-4%,3.5µM*,1%,·,-2%,-1%
O=C(O)/C=C/c1cccc(NC(=O)c2ccccc2)c1,4%,0%,-4%,·,-10%,2%,-1%,0%
CC(C)c1ccc(NS(=O)(=O)c2ccc3[nH]cc(C(=O)NCCc4ccccc4)c(=O)c3c2)cc1,-4%,·,5%,·,-8%,·,?,4%
O=C(CSc1nnc(-c2ccccc2)n1Cc1ccco1)Nc1ccc(S(=O)(=O)N2CCCC2)cc1,4%,-15%,-7%,?,-28%,-15%,3%,1%
NC(=O)Cn1c(=O)n(CCCC(=O)NC2CCN(Cc3ccccc3)CC2)c(=O)c2ccccc21,3%,10%,-12%,2%,-12%,·,4%,-1%
CSc1ccc(C2(O)Cc3cccc[n+]3C2c2ccccc2)cc1 (stereo unspecified),5%,-1%,-1%,·,-5%,3%,-6%,-1%
CCOC(=O)c1c(C)oc2ncnc(N3CCN(c4cccc(Cl)c4)CC3)c12,-2%,·,?,·,-22%,·,1%,-1%
CCNc1oc(-c2cccc3ccccc23)nc1C#N,2%,25%,-1%,?,-15%,·,5%,-1%
CCS(=O)(=O)N1CCCC(C(=O)NC2CCCC2)C1 (stereo unspecified),-4%,6%,-2%,-3%,3%,-4%,-5%,0%
C=CCN=C1CC(C)(C)CC(=O)/C1=C(/O)CCC(=O)OC,-5%,0%,-5%,7%,3%,-4%,-3%,-3%
CCc1ccc(N2C(=O)CC(N3CCN(c4ccccn4)CC3)C2=O)cc1 (stereo unspecified),-4%,-1%,2%,·,12%,-15%,7%,0%
O=S(=O)(c1ccc(NC(=S)N/N=C/c2cccc(Oc3ccccc3)c2)cc1)N1CCOCC1,2%,-6%,-3%,1%,-25%,-20%,-7%,-1%
N#CC(C#N)=Cc1cc2ccccc2nc1N1CCOCC1,1%,9%,?,11µM*,-8%,1%,-13%,3%
CCn1c(=O)c(-[n+]2ccccc2)c(O)c2ccccc21,4%,2%,-13%,25µM*,-3%,3%,-8%,-4%
Cc1nnc(Oc2ccccc2)c2ccccc12,7%,5%,-8%,-9%,-4%,-3%,-4%,1%
COc1ccc(CNC(=O)CCCOc2cc(=O)n(C)c3ccccc23)cc1,-3%,7%,-8%,8%,-5%,·,2%,0%
COc1ccc(C(=O)COC(=O)c2ccc(NC(=O)c3ccccc3)cc2)cc1,-2%,4%,-11%,?,-7%,0%,-7%,2%
Cc1ccc(N(C)C(=O)N2CCN(S(=O)(=O)c3ccc4ccccc4c3)CC2)cc1,0%,7%,-24%,?,-24%,·,-14%,-5%
CCC(=O)Nc1cccc(-c2nnc(SCC(=O)c3ccccc3)n2C)c1,1%,-3%,?,?,-3%,7%,6%,-3%
O=C(O)CC1(CC(=O)Nc2ccc3c(c2)C(=O)OC3)CCCCC1,6%,10%,1%,·,-2%,9%,-6%,-2%
O=C(C1CCCCC1)N(Cc1cccnc1)c1nc2ccc(Cl)cc2s1,0%,·,?,·,-19%,·,-5%,0%
CCOc1ccc(NC(=O)Cn2nc(Cc3cccnc3)c3ccccc3c2=O)cc1,-8%,·,-2%,·,-15%,·,-7%,-2%
O=C1CSC(c2ccncc2)N1Cc1ccccc1 (stereo unspecified),0%,4%,-5%,-3%,-2%,-16%,-3%,3%
O=C(O)CCCC(=O)Nc1cccc(-c2nc3ccccc3[nH]2)c1,-3%,3%,-1%,?,3%,5%,-2%,-2%
CC(=O)N1CCN(S(=O)(=O)c2ccc(Cl)cc2F)CC1,4%,14%,6%,17%,9%,2%,3%,2%
Cc1oc(=O)c(NC(=O)c2ccccc2)cc1C(C)O (stereo unspecified),7%,-9%,-9%,?,-6%,·,0%,0%
O=c1c2c(-c3ccccc3)csc2ncn1/N=C/c1c2ccccc2cc2ccccc12,-10%,-2%,-2%,7%,-10%,·,-11%,-1%
Cc1ccccc1NC(=O)CSc1nc2c(c(=O)n(C)c(=O)n2C)n1Cc1ccccc1F,8%,·,0%,·,-5%,·,-8%,8%
CCOc1ccccc1NC(=O)c1cc(S(=O)(=O)N2CCOCC2)cn1C,-7%,·,-1%,·,-15%,·,-14%,-39%

# Copied from the list.
# Tau fibril ThT with Cc1ccccc1NC(=O)CSc1nc2c(c(=O)n(C)c(=O)n2C)n1Cc1ccccc1F is entered as 0%
# Tau fluor counter with O=C(O)CC1(CC(=O)Nc2ccc3c(c2)C(=O)OC3)CCCCC1 is entered as -2%
# L3MBTL1 block with CC(=O)N1CCN(S(=O)(=O)c2ccc(Cl)cc2F)CC1 is entered as 2%
# TexasRed fluor with CCOc1ccccc1NC(=O)c1cc(S(=O)(=O)N2CCOCC2)cn1C is entered as -39%
# Tau fibril ThT with O=c1c2c(-c3ccccc3)csc2ncn1/N=C/c1c2ccccc2cc2ccccc12 is entered as -2%

# Screening data as filed in PubChem.
